GPR151 ag: activates the human receptor GPR151. Q8TDV0. PathHunter beta-arrestin GPR151 cells, luminescence. activation, % at 11.2 µM. 650,000 tested, 1% active. AID 1508602; in the data active = activation above about 4.9%;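 note: 0% = median of compound wells and 100% = cells with positive control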
Target sequence (Q8TDV0 whole entry, looked up): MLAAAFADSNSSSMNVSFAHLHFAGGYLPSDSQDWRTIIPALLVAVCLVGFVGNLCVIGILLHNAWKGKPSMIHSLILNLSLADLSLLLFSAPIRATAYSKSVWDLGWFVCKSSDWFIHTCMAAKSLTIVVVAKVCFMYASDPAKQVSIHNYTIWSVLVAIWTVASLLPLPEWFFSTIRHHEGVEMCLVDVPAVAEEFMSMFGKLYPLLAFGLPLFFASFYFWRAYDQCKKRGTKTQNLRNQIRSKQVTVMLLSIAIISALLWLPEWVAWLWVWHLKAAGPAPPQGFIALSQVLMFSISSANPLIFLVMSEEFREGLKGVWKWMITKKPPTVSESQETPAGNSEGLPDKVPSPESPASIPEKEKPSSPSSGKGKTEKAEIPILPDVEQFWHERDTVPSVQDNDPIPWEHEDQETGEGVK
FBW7 activator: activators of human E3 ligase FBW7. AlphaScreen FBW7–phospho-cyclin E peptide binding, activator screen. 650,000 tested, 0.13% active. normalized activity (activation), % at 26.1 µM. AID 1259310. Q969H0; in the data active = normalized activity above about 1.9%;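 note: purified mutant Fbw7 with reduced substrate affinity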
MITF primary: inhibitors of human MITF | inhibition, % at 2.6 µM | AlphaScreen MITF homodimerization, bead proximity signal | O75030 | AID 1259374 | 650,000 tested, 0.91% active; in the data active = inhibition above about 50%;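 note: 0% = vehicle wells with protein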
Target sequence (O75030 whole entry, looked up): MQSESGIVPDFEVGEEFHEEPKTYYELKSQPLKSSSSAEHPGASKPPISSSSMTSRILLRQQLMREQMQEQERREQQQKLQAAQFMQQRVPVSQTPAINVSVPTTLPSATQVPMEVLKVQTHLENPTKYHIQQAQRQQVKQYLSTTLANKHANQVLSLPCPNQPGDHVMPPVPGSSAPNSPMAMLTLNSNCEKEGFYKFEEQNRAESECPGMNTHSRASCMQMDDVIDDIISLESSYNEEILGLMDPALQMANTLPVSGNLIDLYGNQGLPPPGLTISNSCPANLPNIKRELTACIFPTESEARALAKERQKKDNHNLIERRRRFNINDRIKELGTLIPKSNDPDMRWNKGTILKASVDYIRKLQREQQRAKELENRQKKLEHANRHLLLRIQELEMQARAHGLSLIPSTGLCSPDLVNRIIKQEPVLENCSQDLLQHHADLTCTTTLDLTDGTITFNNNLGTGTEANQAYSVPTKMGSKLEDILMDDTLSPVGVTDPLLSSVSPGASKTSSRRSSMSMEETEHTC
TEAD-YAP block: TEAD-YAP interaction inhibition | HEK-TIYL cells, TEAD-Gal4/YAP UAS-luciferase luminescence | inhibition, % at 9.12 µM | 640,000 tested, 1.4% active | AID 1259422; in the data active = inhibition above about 32%;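 note: 0% = median of test compound wells and 100% = reference inhibitor wells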
* marks the source's active call; other numbers are inactive results; & = joins results of further samples.

Second line of a record – GPR151 ag, FBW7 activator, MITF primary, TEAD-YAP block
[1] CCOC(=O)c1sc(NC(=O)c2nn3c(C(F)(F)F)cc(-c4ccc(OC)cc4)nc3c2Br)c(C(=O)OCC)c1C
  0.5, 0.0, 11, -5
[2] CSc1nc(Cl)c(Cc2ccc(OC(C)C)cc2)c(Cl)n1
  0.9, 0.3, 11, 3
[3] S=c1sc2c(N3CCc4ccccc43)ncnc2n1-c1ccccc1
  -0.4, 0.1, 20, 2
[4] COc1ccc(/C=C2\N=C(c3cncc(Br)c3)OC2=O)cc1OC
  1.6, 0.5, 23, -4
[5] CCOc1ccc(OCC)c(C(=O)C(C)=O)c1
  -1.0, 0.0, -22, 1
[6] COc1ccc(OC)c(C(c2nnnn2CCc2ccccc2)N2CCN(C)CC2)c1 (configuration not stated)
  0.7, 0.1, 10, 11
[7] Cc1ccc(NC(=O)CCN2C(=O)c3ccncc3C2=O)c(Cl)c1
  0.3, 0.2, 11, -10
[8] CC1=NN(C(=O)C(=O)N2N=C(C)C3C4C(CC32O)C4(C)C)C2(O)CC3C(C12)C3(C)C (configuration not stated)
  0.6, 0.2, -15, 8
[9] COc1ccc(N2C(=O)CN(CC(O)CO)CC23CCCC3)cc1 (configuration not stated)
  3.5, 0.0, 8, 17
[10] COc1cc(/C=C2/C(=N)N3OC(C)=CC3=NC2=O)cc(Cl)c1OC(=O)c1ccco1
  0.8, 0.0, -1, 2
[11] CS(=O)(=O)N1CC=C[C@@H]1C(=O)NC1CC1
  -0.5, 0.1, 3, -4
[12] CCCc1ccc(C(C)NC(=O)c2cnccn2)cc1 (configuration not stated)
  1.6, 0.0, -7, 4
[13] Cn1nc(C(=O)N2CCC(CCC(=O)NCc3ccc(F)cc3)CC2)ccc1=O
  -0.1, -0.1, 2, -5
[14] Cc1ccnc(NC(=O)c2cc(C)ccc2[N+](=O)[O-])c1
  1.6, 0.0, 10, 10
[15] COC(=O)c1c(NC(=O)CN2C(=O)c3ccccc3C2=O)sc2c1CCCC2
  -0.5, -0.1, -18, 15
[16] Cc1ccc(NC(=O)C(F)C(F)(F)F)cc1Cl (configuration not stated)
  0.5, 0.0, -2, 7
[17] CCOc1ccc(S(=O)(=O)NCCOC)c2cccnc12
  1.7, -0.1, 2, -10
[18] CC(C)(CO)NC(=O)c1cc(S(=O)(=O)N2CCOCC2)ccc1Cl
  -1.0, 0.0, 6, -12
[19] COc1cc(/C=C2\C(=O)NC(=S)N(c3ccccc3)C2=O)cc([N+](=O)[O-])c1O
  3.6, -0.3, 13, 2
[20] COc1ccc(C(=O)Oc2ccc(/C=N/NC(=O)c3sc(N)c(C#N)c3C)cc2)cc1
  0.1, 0.0, 2, 3
[21] CCOC(=O)c1sc2nc(CC(=O)OC)nc(Nc3ccccc3OC)c2c1C
  -0.2, 0.0, -1, 0
[22] CCOC(=O)N1CCN(S(=O)(=O)c2cc(C)ccc2OCC)CC1
  2.1, -0.5, 7, 0
[23] CSc1ccc(CC(=O)N2CCC(n3nccc3NC(=O)C3CC3)CC2)cc1
  -1.0, 0.1, 13, -36
[24] O=C(COc1cc(Cl)ccc1Cl)NCCc1ccccc1
  1.2, 0.1, 5, -7
[25] O=C(NCc1cccnc1)c1ccccc1O
  0.5, -0.1, 7, -2
[26] Cn1c(Cn2c(=O)sc3ccccc32)nnc1SC/C=C/c1ccccc1
  -1.7, -0.2, -3, 5
[27] O=C(c1ccc(-c2ccccc2)cc1)N1CCN(c2ncccn2)CC1
  -0.6, 0.0, 1, -4
[28] COc1ccc(OC)c(N/C=C(\C#N)c2nc(-c3cc4ccccc4oc3=O)cs2)c1
  0.3, 0.0, 5, -1
[29] Cc1ccc(CN2CCN(CC(=O)NCC3COc4ccccc4O3)C2=O)cc1 (configuration not stated)
  -1.0, -0.1, -10, -4
[30] c1cn(-c2ccnc(Nc3ccc(N4CCOCC4)cc3)c2)cn1
  -1.0, -0.1, -4, -19

(next part)
Second line of a record – GPR151 ag, FBW7 activator, MITF primary, TEAD-YAP block
[31] CCOC(=O)c1ccc(N2CN=c3s/c(=C\c4cccnc4)c(=O)n3C2)cc1
  0.0, -0.1, -16, 3
[32] CC(C)CC(c1nnnn1C(C)(C)C)N1CCN(C2CCCC2)CC1 (configuration not stated)
  -0.3, 0.1, 11, 6
[33] COC(=O)c1cc(OC)c(OC)cc1NC(=O)CCCCCN1C(=O)CCC1=O
  -0.6, -0.2, 25, -12
[34] CCOC(=O)N1CCN(C(=O)c2cc(COc3ccc(F)cc3Cl)on2)CC1
  1.4, -0.1, 7, 4
[35] COc1cc(C)c(Cl)cc1S(=O)(=O)N1CCOCC1
  1.1, 0.0, 1, -12
[36] Cc1cccc(C(=O)Nc2ccc(Br)cn2)c1
  -4.4, 0.3, -6, -38
[37] Cc1nn(C)c(C)c1-c1nc2ccc(C(=O)NCc3nc4ccccc4[nH]3)cc2s1
  0.8, 0.1, -2, -34
[38] Cc1c(Cl)cccc1NC(=O)CSc1ccc(-c2ccco2)nn1
  1.0, 0.0, -5, 13
[39] Cc1ccc(Nc2c(-c3cccs3)nc3cnccn23)cc1
  -0.5, -0.2, -6, -42
[40] Cc1nc2c(-c3cccs3)c(C)nn2c(NCCCN(C)C)c1C
  0.9, 0.3, 6, 3
[41] COc1ccc(/C=C2\c3cc(C)ccc3-c3nc4ccccc4cc32)cc1
  -1.2, -0.1, -5, -48
[42] Cc1ccc(N=c2scc(C)n2CCCO)cc1
  -0.3, -0.4, 8, -22
[43] COCCn1c(=O)[nH]c2ncc(-c3cccc(N(C)C)c3)nc21
  -1.0, 0.5, 3, 3
[44] COc1ccc(CCN(C)C2CCCN(C(=O)Cn3cccn3)C2)cc1OC (configuration not stated)
  1.1, 0.0, 1, 5
[45] CCn1cc(C(=O)Nc2ccc(NC(=O)c3ccco3)cc2)c(=O)c2ccc(C)nc21
  1.5, -0.1, -5, -8
[46] COc1ccc(Cl)cc1C(=O)NCc1cn(C)nc1C
  -1.6, -0.1, 4, 0
[47] c1cncc(-c2nnc3n2CCCCC3)c1
  -0.5, 0.2, 1, 12
[48] CN(C(=O)COC(=O)c1ccc(Br)o1)c1ccccc1
  -1.6, 0.0, -2, -7
[49] COc1cc(Nc2cc(-c3ccc(C(N)=O)cc3)ncn2)cc(OC)c1OC
  0.6, 0.3, 17, -2
[50] O=C(COc1ccccc1[N+](=O)[O-])N/N=C/c1cc(O)ccc1[N+](=O)[O-]
  -0.4, 0.4, 17, -11
[51] NC(=O)c1ccc(-c2cccc(C(=O)Nc3ccccc3)c2)cc1
  -1.6, 0.1, 15, -12
[52] CC(=O)Nc1cc(Cl)c(Cl)cc1[N+](=O)[O-]
  1.2, -0.2, 4, -9
[53] O=c1c2c([nH]c(=S)n1-c1ccccc1Br)N=NC2
  -0.4, 0.1, 8, 8
[54] COc1cn2c(cc1=O)C(=O)N(CCNC(=O)CCC1CCCCC1)CC2
  -2.3, 0.6, 6, 12
[55] Cc1nc2c(C(=O)NC(C)C)cnn2c(C)c1Cc1cccc(Cl)c1
  -0.1, -0.2, 1, 8
[56] CCOC(=O)C1(CCOc2ccccc2)CCN(Cc2cnn(CC)c2)CC1
  0.0, 0.1, 2, -2
[57] COc1ccc(-c2nn(CN(C)C)c(=S)o2)cc1OC
  -0.3, -0.4, 2, -1
[58] O=C1CCCN1CCn1cnc2c(NC3CC3)nc(Nc3ncccn3)nc21
  0.5, 0.0, -13, 4
[59] COc1ccc(-c2nccc(NCc3nc4ccccc4[nH]3)n2)cn1
  1.8, 0.0, -5, -18
[60] CCCC(=O)c1ccc(N2CCN(C(=O)c3cccs3)CC2)c(F)c1
  0.6, 0.0, -1, 1

(list continues)
Second line of a record – GPR151 ag, FBW7 activator, MITF primary, TEAD-YAP block
[61] CC(=O)c1ccc(NC(=S)NN(C)C(=S)Nc2ccc(C(C)=O)cc2)cc1
  0.9, 0.0, 5, 6
[62] COc1ccc(N2C(=O)CC(SCC(=O)Nc3ccc(Cl)cc3)C2=O)cc1 (configuration not stated)
  0.0, 0.2, 6, 18
[63] Cc1cccc2c1cnn2C(=O)Nc1ccc(F)cc1
  -8.5, 0.2, 8, -4
[64] CCOC(=O)c1c(NC(=O)C(C)(C)C)sc(C(=O)Nc2ccc(OC)cc2)c1C
  1.7, 0.0, -3, -18
[65] Cc1cccc(CC(=O)Nc2cnn(-c3cccc(C(=O)NC4CCOC(C)(C)C4)c3)c2)c1 (configuration not stated)
  -0.9&1.4, -0.2&-0.3, 8&3, 10&12
[66] Cc1ccc(S(=O)(=O)N(CC(=O)NCc2ccccn2)Cc2ccccc2Cl)cc1
  -1.5, -0.4, 8, 16
[67] Cc1ccc(C(=O)Nc2ccc3nc(N4CCCCC4)cc(C)c3c2)cc1C
  0.8, 0.4, -1, 7
[68] Cc1ncn(-c2ccc(Nc3ncc4cccc(-c5ccc(N6CCOCC6)nc5)c4n3)cc2)n1
  0.5, 0.4, 25, 4
[69] Cc1cccc(NC(=O)CSc2nc3n[nH]c(C)c3c(=N)n2-c2cccc(Cl)c2C)c1
  -0.4, 0.5, 11, 12
[70] COC(CN(C)C(=O)c1c(C)nc2ccc(C)cn12)OC
  -1.1, 0.2, 20, 2
[71] CC1=C(C(=O)OCCOc2ccccc2)C(c2ccc(OCc3ccccc3)cc2)NC(=O)N1 (configuration not stated)
  0.7, -0.1, 4, 8
[72] Cc1cc(C)n(-c2ccc([N+](=O)[O-])cc2)n1
  -0.3, -0.1, 0, -5
[73] COc1cc(/C=C2/C(=N)N3N=C(Cc4ccccc4)SC3=NC2=O)ccc1OCCOc1ccccc1
  -1.1, 0.0, 11, -9
[74] Cc1ccc(Oc2ccc(N(C)C(=O)Nc3ccc(Cl)cc3)cc2)nn1
  -1.1, 0.9, 2, -14
[75] O=C(c1ccco1)N1CCN(S(=O)(=O)c2ccccc2F)CC1
  -1.5, 0.2, 7, 1
[76] COc1ccc(C2C(C(C)=O)=C(O)C(=O)N2Cc2ccco2)cc1 (configuration not stated)
  -0.8, 1.0, 11, 2
[77] CC(C)NC(=O)Cc1csc2nc(-c3ccc(Cl)cc3)cn12
  -0.2, 0.1, 1, 1
[78] COc1nn(C)cc1C(=O)N1CCCC(C(=O)NCc2nc3ccccc3[nH]2)C1 (configuration not stated)
  -0.1, 0.1, 2, 18
[79] O=C(NC(c1ccccc1)c1ccccc1)c1ccccc1Br
  0.5, 0.1, 13, -1
[80] Brc1ccccc1/C=N/n1cnnc1
  -0.2, -0.1, -2, 16
[81] CCNc1nc(NCC)nc(N/N=C/c2ccc(OC)cc2)n1
  2.7, -0.7, -2, 5
[82] Cc1cc(NC(=O)c2ccc(Br)s2)no1
  -0.3, 0.1, 2, -41
[83] O=C(NCCN1CCOCC1)c1csc(-c2cccs2)n1
  1.9, 0.1, 14, 5
[84] CC(CC(=O)O)CC(=O)N1CCC2(CC1)OCc1cc(F)ccc1O2 (configuration not stated)
  -0.5, 0.1, -19, 8
[85] CCOc1ccc(/C=C/c2c([N+](=O)[O-])c(=O)n(C)c(=O)n2C)cc1
  1.5, -0.2, -4, 13
[86] O=C(O)C1CC=CCC1C(=O)Nc1ccc(Oc2ccccc2)cc1 (configuration not stated)
  -0.4, -0.2, 0, -2
[87] NC(=O)CSc1nnc(NC(=O)c2cccs2)s1
  0.5, -0.1, -16, -8
[88] Cc1noc(C)c1-c1ncc(C(=O)Nc2ccc(N3CCOCC3)cc2)s1
  -0.3, 0.6, -2, 5
[89] Cc1ccccc1C(=O)Oc1ccc2c(=O)c(Oc3ccccc3Br)coc2c1
  -1.4, -0.2, -2, -4
[90] C(=N\Nc1nc2ccccc2[nH]1)/C(=N/Nc1nc2ccccc2[nH]1)c1ccccc1
  -5.0, 0.1, 4, -26

Given as tab-separated lines: entries from further up.
nr	molecule	GPR151 ag	FBW7 activator	MITF primary	TEAD-YAP block
10	COc1cc(/C=C2/C(=N)N3OC(C)=CC3=NC2=O)cc(Cl)c1OC(=O)c1ccco1	0.8	0.0	-1	2
11	CS(=O)(=O)N1CC=C[C@@H]1C(=O)NC1CC1	-0.5	0.1	3	-4
12	CCCc1ccc(C(C)NC(=O)c2cnccn2)cc1 (configuration not stated)	1.6	0.0	-7	4
13	Cn1nc(C(=O)N2CCC(CCC(=O)NCc3ccc(F)cc3)CC2)ccc1=O	-0.1	-0.1	2	-5
14	Cc1ccnc(NC(=O)c2cc(C)ccc2[N+](=O)[O-])c1	1.6	0.0	10	10

(list continues)
Second line of a record – GPR151 ag, FBW7 activator, MITF primary, TEAD-YAP block
[91] O=C1N[C@@H](Cc2c[nH]c3ccccc23)C(=O)N2CCN(C(=O)c3cc(F)c(F)cc3F)C[C@H]12
  -0.5, -0.5, 5, -4
[92] CC(=O)N(C)c1nc(-c2ccccc2C)ccc1C(=O)Nc1ccon1
  -2.0, 1.4, 6, 0
[93] N#CCCCSc1nnnn1-c1ccc(C(N)=O)cc1
  0.3, -0.1, 2, -7
[94] CC(C(=O)N=Nc1c(O)n(C)c2ccccc12)n1cnc2ccccc2c1=O (configuration not stated)
  -0.9, -0.1, -7, -9
[95] COc1ccc(CNC(=O)c2noc3c2CCc2ccccc2-3)cc1
  0.0, -0.1, 5, -3
[96] CCc1ccc(CCC(=O)Nc2cccc(NC(=O)CCc3ccc(CC)o3)c2)o1
  -0.1, -0.1, -2, 4

Screening data as filed in PubChem BioAssay.
